# MRP resist rev: reverses drug resistance mediated by MRP | differential viability (reversal), % at 10 µM | AID 602 | actives 0.04% (n = 85,000) | H69AR cells + 2 uM doxorubicin, CellTiter-Glo, 72 h;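 active = viability drop by adding the cancer drug above about 55%, with treated viability meeting a 40% cutoff, limit read from the data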;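 note: viability without doxorubicin minus viability with 2 µM doxorubicin for each compound; larger differential means the compound sensitizes cells more to doxorubicin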
# PLAP inhibitors HTS: inhibition of human placental alkaline phosphatase – biochemical, luminescence, HTS (AID 690); purified PLAP, luminescent substrate; higher % means a stronger effect; inhibition, % at 20 µM; hits with a dose series show IC50 in µM; actives 0.08% (n = 96,000); in the data active = a potency from the dose series; inactive = the rest, 99 in 100 with inhibition below about 30%; note: strong numbers were not always called active
# Bcl-B TR3 displacers: displacers of TR3 peptide from Bcl-B, primary screen, selectivity assay for Bfl-1 inhibitor project, biochemical, fluorescence polarization; FP displacement of FITC-TR3 peptide from Bcl-B; higher % means a stronger effect; displacement, % at 20 µM, or IC50 in µM where a hit was titrated; actives 0.11% (n = 96,000);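 active = displacement above 50% at 20 µM plus a fluorescence interference ratio under 1.5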;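 note: plate controls were wells without compound for no effect and wells lacking Bcl-B protein for full effect; a part of the inactive calls stands beside numbers as strong as those of hits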
# IL1B NFkB pot: enhances IL-1B driven NFkB nuclear translocation; HUVEC IL-1B NFkB p65 nuclear translocation imaging; activation, % at 2 µM; actives 0.3% (n = 94,000);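 active = activation above 40%, about the mean plus 3 SD, also judged a hit on visual image review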;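 note: percent activation is computed from the nuclear over cytoplasmic p65 intensity ratio; values of inactives mirror those of a sister screen read the other way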
# IL1B NFkB inh: blocks IL-1B driven NFkB nuclear translocation in HUVEC cells. actives 0.43% (n = 94,000). inhibition, % at 2 µM. HUVEC IL-1B NFkB p65 nuclear translocation imaging;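 active = inhibition above about 30% together with a positive call from visual inspection of the well image, limit read from the data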;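 note: nuclear over cytoplasmic p65 intensity ratio measured by imaging; 0% = IL-1B stimulated DMSO wells and 100% = unstimulated DMSO wells; values of inactives mirror those of a sister screen read the other way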
# MRP resist rev cytotoxicity: recorded beside MRP resist rev, whose call it bears; viability, %; H69AR cells, CellTiter-Glo, 72 h; measured here: cytotoxicity without doxorubicin
# MRP resist rev with doxorubicin: further read-out of MRP resist rev, marked with its call; viability, %; measured here: viability with 2 uM doxorubicin; stronger effect = lower value
# IL1B NFkB inh cell count 2 µM: recorded beside IL1B NFkB inh, whose call it bears; cell count; measured here: cells passing quality filter;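 raw number of nuclei counted in each imaged well without normalization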
# IL1B NFkB pot cell count 2 µM: also measured in IL1B NFkB pot; calls as there; cell count; measured here: cells passing quality filter
# * = called active by the depositor; / = no result given.
SMILES,MRP resist rev,MRP resist rev cytotoxicity,MRP resist rev with doxorubicin,PLAP inhibitors HTS,Bcl-B TR3 displacers,IL1B NFkB pot,IL1B NFkB pot cell count 2 µM,IL1B NFkB inh,IL1B NFkB inh cell count 2 µM
COc1ccc2[nH]c(=O)c(CN(CC3CCCO3)C(=O)Nc3ccc(F)cc3)cc2c1 (stereo unspecified),/,/,/,10.8%,-5.0%,/,/,/,/
O=c1[nH]c2ccccc2nc1Cc1ccccc1,-5.1,93.7,98.8,7.8%,-0.5%,13.3,137,-13.3,137
O=C(NCc1cccnc1)c1cccc2c1C(=O)N(Cc1cccnc1)C2,12.2,103.7,91.4,12.5%,9.6%,9.6,68,-9.5,156
O=C(Nc1ccc(Cl)cc1)[C@@H]1[C@@H]2C(=O)N(c3ccc(Cl)cc3)C(=O)[C@@H]2[C@H]2C=CC=NN21,5.4,92.6,87.2,-32.1%,-2.7%,-5.8,108,5.8,108
Cc1c(Cl)cccc1NC(=O)c1cc(-c2ccccc2O)n[nH]1,-12.6,70.3,82.9,10.2%,15.5%,16.6,115,-16.6,115
CCOc1ccc(OCC)c(NC(=O)C(NS(=O)(=O)c2ccc3c(c2)oc(=O)n3C)C(C)C)c1 (stereo unspecified),-4.9,87.1,92.0,12.9%,-7.2%,8.8,88,-8.8,88
O=C(O)CCc1ccc(-c2cccs2)n1Cc1ccco1,4.7,85.0,80.3,-23.0%,1.7%,4.9,121,-4.9,121
Cc1cc(C)c2c(n1)nn1c(N3CCN(c4ccccc4C)CC3)cc(C)nc21,-21.6,36.9,58.4,/,/,32.0,153,-32.0,153
CCCCc1ccc(Nc2ncccc2C#N)cc1,/,/,/,-2.1%,5.4%,2.1,123,-2.1,123
Nc1nonc1C(=O)NCCNCc1ccccc1OCc1ccccc1F,-0.1,71.6,71.7,-51.9%,-1.5%,25.5,177,-25.5,177
O=C1CN(C(=O)c2cccs2)c2ccccc2N1,-20.2,63.2,83.5,20.0%,-14.4%,3.2,197,-3.2,197
CC1=CCC2C(=O)N(c3nc4ccccc4n3C)C(=O)C2C1 (stereo unspecified),-15.2,99.3,114.6,-66.5%,1.1%,-7.5,137,7.5,137
O=C(CSc1nnc(Cc2ccccc2)n1-c1cccc(Cl)c1)N1CCOCC1,23.5,99.5,76.0,-41.1%,-0.5%,-2.5,150,2.5,150
Cc1nn2c3ccccc3nc2c2ccccc12,-10.6,40.7,51.3,-31.7%,5.7%,6.3,63,-6.3,63
O=C1c2ccccc2C(=O)N1CCCc1nc(-c2cccnc2)no1,7.2,99.4,92.2,-0.9%,-1.8%,-5.4,82,5.4,82
CC1(C)N=C(N)N=C(N)N1c1ccccc1,-26.1,56.3,82.4,13.6%,-5.8%,3.2,89,-3.2,89
C[C@@]12CC(=O)NC1N(C(=O)c1cccc(C(F)(F)F)c1)C(c1ccccc1OC(=O)c1cccc(C(F)(F)F)c1)C2 (stereo partly specified),-8.7,79.1,87.8,-71.1%,3.6%,-5.8,196,5.8,196
Cc1ccc(NC(=S)N/N=C/c2ccc(Cl)c([N+](=O)[O-])c2)cc1,/,/,/,7.4%,-6.8%,15.4,191,-15.4,191
Cc1nn(CC(O)Cn2c3c(c4ccccc42)CCN(C)C3=O)c(C)c1Br (stereo unspecified),-22.5,37.9,60.5,-52.5%,-16.1%,-5.5,82,5.5,82
Cc1nc2c(c(=O)n1Cc1ccccc1Cl)c1nc3ccccc3nc1n2Cc1ccco1,-11.7,73.5,85.2,-53.1%,0.8%,/,/,/,/
Fc1ccccc1N1CCN(Cc2nc(-c3ccc(Cl)cc3Cl)no2)CC1,3.7,103.7,99.9,-42.1%,-19.0%,-15.3,101,15.3,101
CCNS(=O)(=O)c1ccc(S(=O)(=O)N(Cc2ccccn2)C2CCCCC2)cc1,5.0,96.7,91.6,-28.0%,-3.0%,14.9,169,-14.9,169
CCN(Cc1cc2ccccc2[nH]c1=O)C(=O)C1CCCCC1,-2.5,76.9,79.5,-9.4%,-18.8%,-4.6,105,4.6,105
COCCNC(=O)c1ccccc1NC(=O)c1ccccc1N(C)S(=O)(=O)c1ccc(C)cc1,/,/,/,-36.8%,-2.8%,-1.7,203,1.7,203
CCn1c(=N)c(C(N)=O)cc2c(=O)n3cccc(C)c3nc21,1.9,88.4,86.5,/,/,11.4,114,-11.4,114

# The results go on.
SMILES,MRP resist rev,MRP resist rev cytotoxicity,MRP resist rev with doxorubicin,PLAP inhibitors HTS,Bcl-B TR3 displacers,IL1B NFkB pot,IL1B NFkB pot cell count 2 µM,IL1B NFkB inh,IL1B NFkB inh cell count 2 µM
CC(C)OCCCNS(=O)(=O)c1ccc2c(c1)oc(=O)n2C,-15.8,80.2,96.0,-3.4%,1.1%,-2.9,63,2.9,63
CCOc1ccc(C2=NNC(c3cccs3)=Nc3ccc(OC)cc32)cc1,-7.5,80.8,88.3,/,/,2.6,90,-2.6,90
O=C(Cn1nc(C(F)(F)F)c2c1CCCC2)Nc1ccc2c(c1)OCO2,10.7,107.2,96.5,3.4%,-6.4%,8.1,104,-8.1,104
COc1ccc(CCC(=O)NCc2ccco2)cc1,-4.3,87.5,91.8,-4.0%,-6.8%,9.6,165,-9.6,165
Cc1nc2cc(NC(=O)N3CCC(c4ccccc4)C3)ccc2n1C (stereo unspecified),2.8,95.0,92.2,-2.6%,-11.0%,-2.9,99,2.9,99
Cc1nn(CCc2nn[nH]n2)c2nc(C(F)(F)F)cc(C(F)(F)F)c12,1.5,96.3,94.8,-18.1%,0.7%,18.6,100,-18.6,100
CCOC(=O)c1sc(NC(=O)c2c(C)nn(Cc3ccccc3)c2C)cc1C,-18.9,13.4,32.3,-54.5%,-1.1%,22.8,191,-22.8,191
O=C(COC(=O)C1(c2ccccc2F)CCCC1)N1CCOCC1,-9.6,100.5,110.1,-42.6%,-0.1%,-7.3,183,7.3,183
COc1ccnc(N=CNOCc2ccc(C)cc2)c1C#N,7.5,92.3,84.9,9.0%,-3.2%,/,/,/,/
CN1C(=O)CC(P(=O)(c2ccccc2)c2ccccc2)N(C)C1=O (stereo unspecified),-4.1,84.9,89.0,-20.3%,3.5%,/,/,/,/
COc1ccc(OC)c(Nc2cc(-c3ccccc3)nc(N)n2)c1,-18.9,25.1,44.0,-46.4%,-6.3%,-6.9,152,6.9,152
c1ccc(-c2nn3nnnc3c3ccccc23)cc1,-1.2,87.0,88.3,-8.8%,0.9%,7.4,68,-7.4,68
O=S(=O)(c1ccc(Oc2ccccc2)cc1)N1CCOCC1,19.3,92.2,72.9,-41.8%,-2.4%,13.7,126,-13.7,126
O=c1[nH]c(=O)n(Cc2ccco2)c2c1C(C(F)(F)F)(C(F)(F)F)N=C(Cc1ccccc1)N2,12.2,80.5,68.3,-20.7%,-4.7%,-6.8,168,6.8,168
COc1ccccc1-c1cc(C(=O)NC(C)c2ccccc2)no1 (stereo unspecified),-4.3,82.6,87.0,-2.3%,3.4%,23.2,187,-23.2,187
COc1ccc(C(c2nnnn2C2CCCC2)N2CCC(C)CC2)c(OC)c1 (stereo unspecified),-15.3,62.3,77.6,-64.9%,0.1%,14.5,154,-14.5,154
O=C(CN(Cc1ccccc1)S(=O)(=O)c1ccccc1)N/N=C/c1ccccc1[N+](=O)[O-],/,/,/,17.5%,-3.6%,14.8,140,-14.8,140
Cc1ccc(-c2nnc(CSc3nc(C(C)C)nc4sc(C)c(C)c34)o2)cc1,6.7,103.0,96.3,/,/,-5.8,101,5.8,101
Cc1cn(C(=O)c2cccc(Br)c2)c(C)n1,/,/,/,-7.1%,-11.9%,-2.8,121,2.8,121
CCOc1ccc2nc(SCC#N)c(C#N)cc2c1,-8.8,90.8,99.6,-23.3%,42.2%,13.4,128,-13.4,128
CCN(CC)C(=O)c1ccc(CS(=O)(=O)c2ccc(OC)cc2)o1,10.1,102.8,92.7,/,/,9.9,76,-9.9,76
CCN(CC)S(=O)(=O)c1ccc(NC(=O)Cn2c(=O)sc3ccccc32)cc1,-2.2,74.2,76.4,-79.5%,-49.6%,7.6,157,-7.6,157
Cc1ccc(-c2nnc(SCC(=O)Nc3sc(C)c(C)c3C#N)n2C)cc1,4.0,83.2,79.2,/,/,9.3,137,-9.3,137
COc1cccc(C(=O)Nc2cccc(-c3nc4ncccc4o3)c2C)c1,15.8,93.5,77.7,17.9%,0.1%,-1.0,75,1.0,75
Nc1nonc1-c1nc2ccccc2n1CC(=O)N/N=C\c1ccc(-c2ccc(Cl)cc2)o1,/,/,/,-6.0%,-66.5%,-1.6,183,1.6,183

# (further entries)
SMILES,MRP resist rev,MRP resist rev cytotoxicity,MRP resist rev with doxorubicin,PLAP inhibitors HTS,Bcl-B TR3 displacers,IL1B NFkB pot,IL1B NFkB pot cell count 2 µM,IL1B NFkB inh,IL1B NFkB inh cell count 2 µM
COc1cc(-c2nnc(CSc3nc4ccccc4s3)o2)cc(OC)c1OC,-13.2,51.7,64.9,-52.1%,-18.6%,24.3,183,-24.3,183
CCCCCn1c(CN2CCCCC2C)nc2c1c(=O)n(C)c(=O)n2C (stereo unspecified),-2.4,89.2,91.5,-35.0%,-10.2%,14.8,95,-12.5,95
O=C(Nn1nnnc1Nc1ccccc1)C12CC3CC(CC(C3)C1)C2,-6.2,83.7,89.9,-2.7%,-6.3%,/,/,/,/
CCCCNC(=O)Nc1cc(C(=O)OC)ccc1C,-19.3,96.6,115.9,14.3%,5.8%,21.5,159,-21.5,159
Cc1cc2cc(CCNC(=O)C(C)C)c(=O)[nH]c2cc1C,-19.0,96.8,115.8,/,/,11.6,67,-11.6,67
CCCCCCNC(=O)C(C(=O)OCC)C1CCCCC1 (stereo unspecified),-6.2,74.0,80.2,0.7%,5.6%,17.5,128,-17.5,128
Cc1ccc(-n2c(COc3c(C)cccc3C)nnc2SCC(=O)Nc2nccs2)cc1,5.3,93.3,88.0,54.1%,-1.3%,13.8,174,-13.8,174
COC(=O)c1[nH]c2cccc(Cl)c2c1NC(=O)CN(C)C1CCCCC1,17.1,84.5,67.3,-54.4%,18.7%,26.4,183,-26.4,183
CCCCNc1c([N+](=O)[O-])cc(C)cc1[N+](=O)[O-],/,/,/,30.3%,-5.5%,2.9,183,-2.9,183
COc1ccccc1N1CCN(C(=O)c2c(C)cc(=O)oc2C)CC1,9.2,101.2,91.9,-9.0%,-8.2%,/,/,/,/
CCOC(=O)c1cnc2nc(NCc3ccc(OC)c(OC)c3)[nH]n2c1=O,2.0,92.3,90.2,/,/,-9.1,164,9.1,164
Oc1ccc(Cl)cc1C1=NCCNC(C(F)(F)C(F)F)=C1,3.8,89.7,85.9,16.0%,3.1%,9.4,131,-9.4,131
COC(=O)C1=C(O)C(C(=O)OC)C(c2ccc(C)cc2)C(C#N)(C#N)C1c1ccc(C)cc1 (stereo unspecified),0.3,4.0,3.7,/,/,0.1,153,-0.1,153
O=C(Nc1ccccc1N1CCN(C(=O)c2ccc(Cl)cc2)CC1)c1ccc(Br)cc1,3.6,74.9,71.4,-29.4%,-4.2%,17.1,194,-17.1,194
COc1cc2c(cc1NC(=O)C(C)N1CCN(S(=O)(=O)c3ccc(C)c(C)c3)CC1)oc1ccccc12 (stereo unspecified),/,/,/,-28.7%,-8.2%,0.9,168,-0.9,168
O=C(O)CCN1CCOCC1,-5.8,89.4,95.2,8.9%,18.3%,-3.6,188,3.6,188

# In the list so far, these have a nitro group on carbon.
SMILES,MRP resist rev,MRP resist rev cytotoxicity,MRP resist rev with doxorubicin,PLAP inhibitors HTS,Bcl-B TR3 displacers,IL1B NFkB pot,IL1B NFkB pot cell count 2 µM,IL1B NFkB inh,IL1B NFkB inh cell count 2 µM
Cc1ccc(NC(=S)N/N=C/c2ccc(Cl)c([N+](=O)[O-])c2)cc1,/,/,/,7.4%,-6.8%,15.4,191,-15.4,191
O=C(CN(Cc1ccccc1)S(=O)(=O)c1ccccc1)N/N=C/c1ccccc1[N+](=O)[O-],/,/,/,17.5%,-3.6%,14.8,140,-14.8,140
CCCCNc1c([N+](=O)[O-])cc(C)cc1[N+](=O)[O-],/,/,/,30.3%,-5.5%,2.9,183,-2.9,183

# High-throughput results from PubChem.

# Not all compounds are listed; rates above refer to the full screens.
